15-hLO-2 inh – blocks human 15-lipoxygenase 2 activity; O15296; purified 15hLO-2, xylenol orange hydroperoxide absorbance; Potency, µM (top dose mostly 57.1 µM), for the others: top-dose activity change, negative = inhibition, usual class: inhibitors; actives 0.56% (n = 110,000); AID 881; further: potency means the concentration at half of the fitted maximal effect; nearly all actives have a fitted effect of over 60% in size; many of its hits are not listed in these tables
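Enzyme 50 nM, AA 45 uM, 25 mM Hepes pH 7.5 + 0.01% Triton X-100; cpd preinc 15 min RT, rxn 90 min RT; stop/detect with 200 uM XO + 300 uM Fe(II) in 50 mM H2SO4, 30 min; A573/A405.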
ALOX12 inhib – inhibitors of human 12-lipoxygenase (ALOX12); P18054; purified 12-hLO, xylenol orange hydroperoxide absorbance; Potency, µM (doses to about 57.1 µM), inactives show at the highest dose activity change, negative = inhibition, hits mostly inhibitors; actives 0.12% (n = 150,000); further: potency means the concentration at half of the fitted maximal effect; nearly all actives have a fitted effect of over 55% in size; many of its hits are not listed in these tables
Target sequence (P18054 whole entry, looked up): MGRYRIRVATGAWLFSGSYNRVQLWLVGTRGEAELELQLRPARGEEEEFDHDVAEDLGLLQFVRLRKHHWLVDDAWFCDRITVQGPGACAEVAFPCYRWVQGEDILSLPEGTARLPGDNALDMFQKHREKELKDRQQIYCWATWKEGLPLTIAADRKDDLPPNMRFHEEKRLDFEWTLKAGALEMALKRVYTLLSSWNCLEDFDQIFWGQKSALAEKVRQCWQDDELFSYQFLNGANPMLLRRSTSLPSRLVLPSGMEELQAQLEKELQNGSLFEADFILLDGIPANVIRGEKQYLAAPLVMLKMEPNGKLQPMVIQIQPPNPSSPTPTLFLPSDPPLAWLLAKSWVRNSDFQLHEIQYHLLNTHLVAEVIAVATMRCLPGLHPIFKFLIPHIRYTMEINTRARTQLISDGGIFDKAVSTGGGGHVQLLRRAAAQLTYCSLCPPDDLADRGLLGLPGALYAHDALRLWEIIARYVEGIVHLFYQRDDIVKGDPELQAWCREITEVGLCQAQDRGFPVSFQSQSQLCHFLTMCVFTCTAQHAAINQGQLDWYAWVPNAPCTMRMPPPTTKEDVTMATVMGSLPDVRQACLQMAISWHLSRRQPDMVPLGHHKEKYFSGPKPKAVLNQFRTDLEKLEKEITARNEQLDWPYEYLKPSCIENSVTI
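Purified human 12hLO (150 nM final) was preincubated with compounds for 15 min at room temperature in 25 mM Hepes pH 7.0, 0.01% Triton X-100, then reacted with 40 uM arachidonic acid for 30 min. Hydroperoxide was detected with ferrous iron/xylenol orange.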
PNC inhibitor – inhibitors of perinucleolar compartment assembly; activity change (PNC), negative = inhibition, % at 10 µM; PC3M PTB-GFP, PNC prevalence imaging, 16 h; hits give low values; actives 3.1% (n = 140,000);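 active means readout at or below -70, meaning at least 70% loss of cells showing the perinucleolar compartment, a nuclear body marking cancer cells; inconclusive means readout between -30 and a set limit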;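 further: plate controls were DMSO wells for no effect and camptothecin positive control wells for full effect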
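PC3M cells stably expressing PTB-GFP, 750–1000 cells/well, treated 16 h at 37 °C with compound (23 nl of library stock), in duplicate. After paraformaldehyde fixation and Hoechst stain, imaged at 20x; PNC prevalence scored by image analysis.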
IMPase inh – IMPase inhibition in cells | P97697 | CHO-M1 cells, IP1 accumulation, HTRF TR-FRET ratio | inhibition (IP1 accumulation), % at 46.1 µM | 120,000 tested, under 10 active | AID 901; active means well fitted curve in the direction sought with a large enough effect in the signal ratio, not every such curve was filed as active; inconclusive means small, poorly fitted or top-dose-only effect, or a change in a side signal; inactive means no such curve, though single readings can be large or run the other way; the % refers to the signal ratio;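 further: cells stimulated with carbachol in lithium chloride buffer; plate controls were DMSO basal wells for no effect and reference inhibitor wells for full effect; higher means more IMPase inhibition seen as more IP1 and lower FRET ratio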
Target sequence (P97697 whole entry, looked up): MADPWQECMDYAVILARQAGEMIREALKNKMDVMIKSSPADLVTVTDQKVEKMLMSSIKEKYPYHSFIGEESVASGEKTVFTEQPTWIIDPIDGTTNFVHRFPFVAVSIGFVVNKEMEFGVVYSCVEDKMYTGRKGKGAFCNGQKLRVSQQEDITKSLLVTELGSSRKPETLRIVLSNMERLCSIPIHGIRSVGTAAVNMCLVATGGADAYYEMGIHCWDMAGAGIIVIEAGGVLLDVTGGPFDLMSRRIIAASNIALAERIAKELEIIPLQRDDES
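In this qHTS, compounds (final up to 46 uM) act on CHO-M1 cells that are then activated through the M1 receptor with carbachol, in pH 7.4 buffer containing 50 mM LiCl, for 30 min. IP1 accumulation is quantified by the IP-One immunoassay.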
Numbers without * were called inactive; u = inconclusive; x = not tested or not shown; [ ] = dose if it differs, or a comment. Unless noted, the call rests on the fitted dose curve; in most records, active means well fitted curve in the direction sought with a large enough effect; inconclusive means small, poorly fitted or top-dose-only effect, or another doubt; inactive means no such curve, though single readings can be large; an effect the other way counts as inactive or inconclusive. Unless noted, on the % scale 0 is the no-effect control and ±100 the full control effect.

SMILES	15-hLO-2 inh	ALOX12 inhib	PNC inhibitor	IMPase inh
Cc1cccc2c1N(CCCOc1ccccc1)C(=O)C2=O	-28%	-21%	26	8
Cc1cc(C)nc(NS(=O)(=O)c2ccc(-n3cccc3)cc2)n1	-8%	2%	-24	-9
Cc1ccc(O)c(C(=O)c2cnc3c(c2)CN(CCC(C)C)C(=O)N3)c1	-7%	-15%	1	-3
Cc1ccccc1Nc1c(N)c(=O)oc2ccccc12	1%[11.4 µM]	-6%	u	u
COc1cccc2sc(N3CCN(c4nc5ccccc5s4)CC3)nc12	-20%	-7%	u	0
O=C(CCC1COc2ccccc2O1)Nc1ccc(Cl)cn1 (stereo unspecified)	0%	-9%	-22	12
CCCCCc1ccc(-c2ccc(/C=C/C(N)=O)cc2)nc1	x	-5%	-8	-7
CCC(=O)Nc1ccc(NC(=O)c2c(C)nc3ccccn23)cc1	3%	0%	39	9
CCn1c(=O)c(C(=O)NCc2cccnc2)c(O)c2ccccc21	15%	u	u	-4
Cc1cc(=O)[nH]c(SCc2nc3ccccc3n2Cc2ccccc2)n1	1%	-4%	u	0
CN(C)CCCn1cc(C2=C(c3c[nH]c4ccccc34)C(=O)NC2=O)c2ccccc21	10%	-10%	x	2
CC(C)=CC1C=C(C)C(C)C2C(=O)NNC(=O)C12 (stereo unspecified)	7%	14%	-16	-9
COc1ccc(/C=N/c2c(-c3ccco3)nc3ccccn23)cc1OC	-14%	-1%	50	9
COc1ccc2c(Cl)c(-c3nnc(SCC(=O)c4ccccc4)n3C)sc2c1	-17%	-3%	-5	0
CCCS(=O)(=O)N1CCN(c2ccccn2)CC1	0%	0%	6	-3
O=C(c1ccco1)N1CCN(C(=O)c2cc(-c3ccccn3)nc3ccccc23)CC1	-4%	-9%	-10	5
O=C(Nc1ccc(-c2nc3ccc(NC(=O)c4cccs4)cc3[nH]2)cc1)c1cccs1	-7%	0%	-27	8
O=C(/C=C\Nc1cccc(F)c1)c1ccc2c(c1)OCO2	0%	-15%	-16	-1
O=c1c2c(-c3cccs3)csc2ncn1/N=C/c1ccc(OC(F)F)cc1	10%	1%	113	3
CCC(=O)Nc1cc(SCCO)cc([N+](=O)[O-])c1	-6%	5%	20	-2

Some of these compounds in order of length of the SMILES, smallest number first.
SMILES	15-hLO-2 inh	ALOX12 inhib	PNC inhibitor	IMPase inh
Cc1ccccc1Nc1c(N)c(=O)oc2ccccc12	1%[11.4 µM]	-6%	u	u
O=C(CCC1COc2ccccc2O1)Nc1ccc(Cl)cn1 (stereo unspecified)	0%	-9%	-22	12
CCC(=O)Nc1ccc(NC(=O)c2c(C)nc3ccccn23)cc1	3%	0%	39	9
Cc1cc(C)nc(NS(=O)(=O)c2ccc(-n3cccc3)cc2)n1	-8%	2%	-24	-9
O=C(c1ccco1)N1CCN(C(=O)c2cc(-c3ccccn3)nc3ccccc23)CC1	-4%	-9%	-10	5
CN(C)CCCn1cc(C2=C(c3c[nH]c4ccccc34)C(=O)NC2=O)c2ccccc21	10%	-10%	x	2

Continued:
SMILES	15-hLO-2 inh	ALOX12 inhib	PNC inhibitor	IMPase inh
c1ccc2nc(N3CCOCC3)cnc2c1	-2%	-4%	-8	-5
N=c1c2c(n(Cc3ccc(F)cc3)c3c1CCC3)CCC2	17%	8%	-16	-1
C/C(=N\NC(=O)c1ccc(Cl)cc1)c1cccc(NC(=O)C(C)C)c1	-5%	-1%	7	4
CC(C)N1C(=O)CCC1C(=O)NC1CCCC1 (stereo unspecified)	3%	-1%	29	5
COC(=O)C1=C(C)N(CCc2ccc(OC)c(OC)c2)C(=O)C1	-6%	-6%	-22	-3
CCOC(=O)c1oc2cccc(OCC(O)CNC(C)C)c2c1C (stereo unspecified)	39%[activator]	11%	9	-5
CC1CCN(S(=O)(=O)c2ccc3c(c2)oc(=O)n3CC(=O)N2CCc3ccccc3C2)CC1	-1%	2%	-16	3
COc1ccccc1N1C(=O)C2C3C=CC(C3)C2(C)C1=O (stereo unspecified)	2%	8%	12	8
CCOc1ccc(C(=O)NC2CCN(C(=O)Nc3ccccc3OC)CC2)cc1	x	14%	38	-6
Cc1ccc2occ(C(=O)c3ccco3)c(=O)c2c1	-1%[11.4 µM]	-1%	20	2[1.84 µM]
CC(C)C1N(C(=O)CN2CCCC2)CCN1S(=O)(=O)c1ccccc1 (stereo unspecified)	10%	1%	9	0
CCOC(=O)c1nnc(-c2ccccc2)nc1NC	x	1%	54	12
CC(=O)N1CCC2(CC1)CCN(c1ccncc1)CC2	5%	-2%	x	x
CC(C)C[C@H](N)CSSC[C@@H](N)CC(C)C	46%[activator]	-5%	x	10
O=C(CN1CCCCC1)Nc1nnc(-c2ccccc2)s1	-8%	0%	34	2
O=C(COC(=O)CCc1nc2ccccc2n1-c1ccccc1)Nc1cccc(Cl)c1	x	-1%	u	x
Cc1cccc(N(C(=O)c2csnn2)C(C(=O)NC(C)(C)C)c2ccncc2)c1 (stereo unspecified)	-2%	3%	-7	-1
COc1ccc(CCC(=O)Nc2nc3c(s2)CN(C)CC3)cc1OC	5%	1%	46	4
COc1ccc(CCNC(=O)CCS(=O)(=O)c2ccc3c(c2)CCN3C(C)=O)cc1OC	-4%	6%	15	3
O=C(NCCN1CCOCC1)c1csc2c1CCCCC2	6%	4%	62	9
CCc1cc(C=NC2CCCCC2)c(O)s1	-15%	u	u	1
Cc1ccc(N2C(=O)CSC2c2cccnc2)cc1F (stereo unspecified)	-5%	3%	u	14
CN1C(=O)CC(Sc2ncccc2C(=O)O)C1=O (stereo unspecified)	0%	-3%	-6	-5
COc1cc(CC(=O)NCc2ccc3c(c2)OCO3)cc(OC)c1OC	-3%	-9%	u	6
CCOC(=O)c1nnn(-c2nonc2N)c1COc1ccccc1	-9%	0%	-10	2
COc1cc(/C=C(\C#N)C(=O)NC2CCCCC2C)ccc1OS(=O)(=O)c1ccc(C)cc1 (stereo unspecified)	x	-1%	u	5
Cc1nc(C)c(NC(=O)N2CCc3ccccc32)cc1NC(=O)N1CCc2ccccc21	4%	-5%	-22	3
COc1ccc(-c2coc3ccc(OC4OC(COC(C)=O)C(OC(C)=O)C(OC(C)=O)C4OC(C)=O)c(OC(C)=O)c3c2=O)cc1 (stereo unspecified)	-1%	-3%	x	-2
CN1CCN(c2nc(-c3ccccc3)nc3c2oc2ccccc23)CC1	15%	-10%	-8	2
CCOc1ccc(C(=O)CC(=O)C(=O)NCCc2ccc(OC)c(OC)c2)cc1	x	-7%	-5	x
CNc1oc(Cc2cccc3ccccc23)nc1C#N	-8%	-11%	-28	11
CCNC(=O)/C(C#N)=C/c1c(N2CCOCC2)nc2ccccn2c1=O	x	-5%	22	x
O=C(Cc1ccc(Cl)cc1)N1CCN(C(=O)c2ccco2)CC1	u	0%	39	3
O=C(Nc1nc(-c2ccc(S(=O)(=O)N3CCOCC3)cc2)cs1)c1ccccc1	1%	-1%	-23	13
COC(=O)C1C(O)=C(C(C)=N)C(=O)CC1(C)C (stereo unspecified)	0%	-5%	54	4
CSCCC(NC(=O)OCc1ccccc1)C(=O)O (stereo unspecified)	x	2%	u	-3
CCCCN(C)Cc1c(C)[nH]c2c(Cl)cccc2c1=O	5%	4%	u	14
Cc1nc(N2CCOCC2)nc(OCCN2CCOCC2)c1[N+](=O)[O-]	x	3%	u	x
COC(=O)C(C)Sc1nc2c([nH]c3ccccc32)c(=O)n1C (stereo unspecified)	-5%	-10%	73	17
Cn1c(C(O)c2ccccc2)nc(Cl)c1Cl (stereo unspecified)	3%	-4%	18	4
Cc1cccc(C(=O)Nc2ccccc2N2CCN(c3ccc(F)cc3)CC2)c1	x	3%	37	-11
Cc1cccc(C)c1NS(=O)(=O)c1ccc2c(c1)C(=O)c1ccccc1C2=O	x	1%	4	x
O=C(COc1ccccc1)Nc1ccccc1N1CCN(c2ccc(F)cc2)CC1	-2%	-3%	21	u
Cc1ccccc1NC(=S)N(C)C1(c2ccccc2Cl)CCCCC1=O (stereo unspecified)	x	6%	38	14
O=C(CSc1nnnn1-c1cccc2c1CCCC2)NC1CCCC1	-8%	-2%	u	7
CCC(C)n1c(SC(C)C#N)nc2ccccc2c1=O (stereo unspecified)	1%	-5%	22	9
O=C(NC1CCCc2ccccc21)C1CCN(c2nnc(-n3cccc3)s2)CC1 (stereo unspecified)	3%	-5%	u	1
O=C(O)CCC(C(=O)O)n1c(O)c(C2=c3ccccc3=NC2=O)sc1=S (stereo unspecified)	u	-25%	-20	21
CCCOc1ccccc1C(=O)NC(CO)C(=O)O (stereo unspecified)	-2%	6%	-2	0
c1ccc(OCCSc2nc3ccccc3[nH]2)cc1	x	-3%	24	15
CCOC(=O)Cc1csc(N/N=C/c2ccccc2)n1	x	-6%	-6	x
CCCn1c(-c2ccccc2)nc2c(=O)n(C)c(=O)[nH]c21	1%	7%	40	-9
Cc1occc1-c1nnc(SCC(=O)Nc2nc3ccccc3s2)o1	-2%	6%	u	1
Cc1[nH]nc2c1C1(CCN(Cc3ccccc3)CC1)C(C#N)=C(N)O2	6%[2.29 µM]	-1%	u	4
O=C(CO/N=C/c1ccccc1Cl)N1CCCc2ccccc21	x	-6%	-5	11
Cc1cc(C)nc(SCc2ccc(C(=O)N/N=C3\CC(C)CC(C)(C)C3)cc2)n1 (stereo unspecified)	x	1%	-4	-3
CC(=O)c1ccc(NC(=O)c2ccc3nc(-c4ccco4)c(-c4ccco4)nc3c2)cc1	u	-23%	-14	4
CCn1cc(C(=O)OCc2ccc(F)cc2)c(=O)c2ccc(C)nc21	-6%	-5%	22	1
CC(C)C(O)(C(C)C)C(C)C	0%[11.4 µM]	-6%[11.4 µM]	x	x
COCCNC(=O)Cn1nc(-c2ccccc2OC)ccc1=O	2%	-3%	41	0

Following part
SMILES	15-hLO-2 inh	ALOX12 inhib	PNC inhibitor	IMPase inh
CC(C)CNC(=S)NNC(=O)c1nn(C)cc1Cl	x	5%	-100*	2
OC(c1cc(C(F)(F)F)nc2c(C(F)(F)F)cccc12)C1CCCCN1 (stereo unspecified)	39%[activator]	-3%	x	x
O=C(C1COc2ccccc2O1)N1CCOCC1 (stereo unspecified)	-6%	5%	u	-4
Cc1ccc(S(=O)(=O)CCC(=O)Nc2nccs2)cc1	4%	5%	18	4
CCN(CC)CCN1C(=O)Cn2c(C)c(C)c3cccc1c32	35%[activator]	25%	55	3
CCOc1ccc(C2=Nn3c(nnc3-c3ccccn3)SC2)cc1	-1%	-2%	15	1
CCn1c(SCC(=O)NCc2cccs2)nc2c1c(=O)n(C)c(=O)n2C	-1%	-2%	-4	-2
CSc1cccc(NC(=O)CSc2nc3ccccc3o2)c1	-16%	-9%	-98*	-4
O=C(Nc1nnc(SCc2ccccn2)s1)C1CC(=O)N(c2ccccc2)C1 (stereo unspecified)	x	-5%	19	-2
CCN(CC)CCOC(=O)c1ccc(NC(=O)C2(c3ccccc3)CCCC2)cc1	40%[activator]	-1%	11	23
COc1cc(OC)cc(C(=O)N[C@H](C(=O)OCC(N)=O)C(C)C)c1	x	1%	31	x
COc1ccc(C(=O)Nc2cccc3c2C(=O)NC3=O)cc1S(=O)(=O)N1CCOCC1	-15%	9%	-14	-4
COc1ccc(CNc2nc3c(c(C(F)(F)F)n2)CCCCC3)cc1	5%	-11%	26	-3
COc1ccc(NC(=O)CSc2ncc(-c3ccc(F)cc3)n2Cc2ccco2)cc1	x	2%	u	15
Cc1cc(C(=O)OCC(=O)c2ccc(Cl)c([N+](=O)[O-])c2)c2cccc(C)c2n1	x	2%	18	x
OC(COCc1ccc(Cl)cc1)CN1CCN(c2ccccn2)CC1 (stereo unspecified)	x	3%	20	5

Screens as filed in PubChem.

Not all compounds are listed; the hit share may differ from the screen's.
